From PubChem
PP5 inh – blocks human protein phosphatase 5 activity; P53041; purified PP5c, OMFP substrate fluorescence; inhibition, % at 6.7 µM; 320,000 compounds, 0.18% hits; AID 1987;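 active means inhibition above the campaign's mean inhibition across all tested compounds plus 3 SD, cut at about 9.5% in these data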;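 further: 0% = DMSO only and 100% = 100 µM cantharidin control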
Target sequence (P53041 whole entry, looked up): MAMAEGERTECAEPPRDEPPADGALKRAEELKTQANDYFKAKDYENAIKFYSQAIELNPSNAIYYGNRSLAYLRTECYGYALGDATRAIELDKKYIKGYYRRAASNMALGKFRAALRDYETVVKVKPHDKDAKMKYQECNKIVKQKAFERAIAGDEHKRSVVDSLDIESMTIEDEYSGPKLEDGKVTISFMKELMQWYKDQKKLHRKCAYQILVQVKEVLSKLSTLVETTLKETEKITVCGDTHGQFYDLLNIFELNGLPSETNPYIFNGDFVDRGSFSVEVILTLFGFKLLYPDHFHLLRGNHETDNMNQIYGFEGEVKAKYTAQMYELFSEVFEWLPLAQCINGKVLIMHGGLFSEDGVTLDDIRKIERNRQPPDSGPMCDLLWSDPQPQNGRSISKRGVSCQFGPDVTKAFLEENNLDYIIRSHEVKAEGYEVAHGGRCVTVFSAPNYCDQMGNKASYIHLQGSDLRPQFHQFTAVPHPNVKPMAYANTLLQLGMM
core dimer inh – blocks dimerization of HCV core protein. inhibition, % at 5 µM. TR-FRET GST/Flag-core106 dimerization, 1536-well. 300,000 compounds, 0.33% hits. AID 1899;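 active means inhibition above the mean of all tested compounds plus 3 SD, set per screening campaign, cut at about 45% in these data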
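System: GST-tagged and Flag-tagged HCV core protein residues 1-106 / Input: core106 proteins, GST 13.5 nM and Flag 17 nM / Buffer or medium: KF-containing HEPES buffer, pH 7.45, DTT, CHAPS, BSA / Probe or stimulus: Eu-anti-GST and XL665-anti-Flag labelled anti-tag antibodies / Schedule: 4 h, 22.5 °C incubation / Technique: TR-FRET 671 and 617 nm emission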
PP1 counter – blocks human PP1-alpha phosphatase, a PP5 counter-screen; purified PP1alpha, OMFP fluorescence; inhibition, % at 6.7 µM; 320,000 compounds, 0.9% hits;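 active means inhibition above the mean inhibition of all tested compounds plus 3 SD, computed separately for each screening campaign, cut at about 15% in these data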
Target sequence (P62136 whole entry, looked up): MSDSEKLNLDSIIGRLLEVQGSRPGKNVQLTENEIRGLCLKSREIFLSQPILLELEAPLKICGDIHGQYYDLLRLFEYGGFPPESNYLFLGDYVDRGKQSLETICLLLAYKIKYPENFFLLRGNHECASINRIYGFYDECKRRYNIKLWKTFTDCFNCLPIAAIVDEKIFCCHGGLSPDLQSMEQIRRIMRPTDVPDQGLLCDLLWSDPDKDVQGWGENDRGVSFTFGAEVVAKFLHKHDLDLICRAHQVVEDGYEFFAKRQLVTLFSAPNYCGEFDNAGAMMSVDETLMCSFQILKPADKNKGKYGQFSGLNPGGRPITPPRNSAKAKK
JMJD2C inh – inhibitors of human GASC-1 (JMJD2C) demethylase; 330,000 compounds, 0.069% hits; inhibition, % at 2.35 µM; AID 2099; GST-JMJD2C(1-420) H3K9me3 demethylation, DELFIA europium;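 active means more than half of a compound's replicate wells show inhibition beyond 50%, single wells judged on their own value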;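 further: signal counts dimethyl H3K9 product captured on neutravidin plate; 0% = median of DMSO wells and 100% = 0.3 times that DMSO median; strong numbers were not always called active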
CTSL1 counter – cathepsin L1 inhibition, PFM18AAP counter-screen. recombinant F. hepatica cathepsin L1, Z-Leu-Arg-MCA fluorescence. inhibition, % at 5.96 µM. 300,000 compounds, 0.49% hits;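 active means inhibition above the mean of all tested compounds plus 3 SD, set per screening campaign, cut at about 17% in these data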;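 further: 0% = plate median of test compound wells and 100% = 1 µM Z-Phe-Ala-diazomethylketone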
LYPLA2 counter – blocks human lysophospholipase 2, a PME1 counter-screen | inhibition, % at 5.9 µM | recombinant LYPLA2, FP-Rh probe fluorescence polarization | AID 2177 | 320,000 compounds, 0.38% hits;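 active means inhibition above the screen-wide mean plus 3 SD, limit set per campaign, cut at about 26% in these data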;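 further: 0% = LYPLA2 with DMSO and 100% = wells lacking LYPLA2 enzyme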
Target sequence (O95372 whole entry, looked up): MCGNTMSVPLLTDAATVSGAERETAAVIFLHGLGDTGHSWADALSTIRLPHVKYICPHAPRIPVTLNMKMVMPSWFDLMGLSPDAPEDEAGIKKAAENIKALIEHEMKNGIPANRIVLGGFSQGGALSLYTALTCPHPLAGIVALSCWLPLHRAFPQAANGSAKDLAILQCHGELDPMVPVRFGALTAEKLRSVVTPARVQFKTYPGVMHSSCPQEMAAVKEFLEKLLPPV
TPT1 inhibitor – inhibitors of Candida albicans tRNA 2'-phosphotransferase TPT1. recombinant caTPT1, FP RNA substrate dephosphorylation. inhibition, % at 5 µM. 300,000 compounds, 0.81% hits. AID 1962;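 active means inhibition above the mean of all tested compounds plus 3 SD, set per screening campaign, cut at about 24% in these data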;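 further: plate controls were DMSO alone for no effect and ferristatin control at 100 nM for full effect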
Efflux pump mplx – inhibitors of Candida antifungal efflux pumps expressed in yeast. S. cerevisiae Candida pump triplex, Nile Red efflux. inhibition, % at 10 µM. 330,000 compounds, 0.44% hits;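 active means plate passing quality check with inhibition over a set limit, or well fluorescence over plate mean plus 4 SD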;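 further: Nile Red retained in pooled yeast measured as flow cytometry median fluorescence; 0% = buffer negative control and 100% = Enniatin B positive control; higher means more Nile Red kept so more efflux inhibition; some compounds called inactive have numbers as strong as hits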
PREPL inhibitor – inhibits the human prolyl oligopeptidase-like enzyme | Q4J6C6 | recombinant PREPL, fluorescence polarization activity-based probe | inhibition, % at 5.96 µM | 320,000 compounds, 0.68% hits | AID 2751; in the data active means inhibition above about 43%;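 further: 0% = enzyme with DMSO and 100% = wells lacking enzyme; many of its hits are not listed in these tables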
* marks the source's active call; other numbers are inactive results. Not all compounds are listed, so the mix of outcomes need not match the whole.

For Cc1c(C)n(CCCN(C)C)c2ncnc(Nc3ccc(F)cc3)c12 the results were PP5 inh 0.9, core dimer inh -5.8, PP1 counter 3.6, JMJD2C inh -11.3, CTSL1 counter -1.5, LYPLA2 counter -1.9, TPT1 inhibitor 0.7, Efflux pump mplx 0.3 and PREPL inhibitor 14.8.
CC(=O)NCc1nc2ccccc2n1Cc1ccccc1F was read as PP5 inh 0.4, core dimer inh -2.8, PP1 counter -3.6, JMJD2C inh 4.9, CTSL1 counter -2.6, LYPLA2 counter -3.4, TPT1 inhibitor -2.2, Efflux pump mplx 0.2 and PREPL inhibitor -4.2.
`COc1ccc(NC(=O)CN(C)C(=O)C(CCSC)NC(=O)c2ccccc2)cc1` (configuration not stated) gave PP5 inh 1.5, core dimer inh -1.2, PP1 counter -1.7, JMJD2C inh -1.1, CTSL1 counter 0.4, LYPLA2 counter 0.9, TPT1 inhibitor 1.8, Efflux pump mplx 0.2 and PREPL inhibitor -3.4.
For O=S1(=O)CC2SC(=S)N(Cc3ccccc3)C2C1 (configuration not stated) the results were PP5 inh -0.3, core dimer inh 0.6, PP1 counter -3.7, JMJD2C inh -15.3, CTSL1 counter -0.1, LYPLA2 counter -0.3, TPT1 inhibitor 1.2, Efflux pump mplx -0.1 and PREPL inhibitor 4.3.
CCOc1cccc(C(=O)Nc2ccc(NC(=O)c3ccccc3)c(C)c2)c1 was read as PP5 inh -0.5, core dimer inh 6.7, PP1 counter 1.9, JMJD2C inh -7.5, CTSL1 counter -6.2, LYPLA2 counter -11.1, TPT1 inhibitor -0.6, Efflux pump mplx 0.0 and PREPL inhibitor 4.1.
COc1ccc2[nH]c(=O)c(CN(C3CCCCC3)C(c3nnnn3Cc3ccco3)C(C)C)cc2c1 (configuration not stated) was read as PP5 inh 5.6, core dimer inh 69.5*, PP1 counter 20.5*, JMJD2C inh -8.3, CTSL1 counter 13.5, LYPLA2 counter -15.1, TPT1 inhibitor 57.5*, Efflux pump mplx 0.7 and PREPL inhibitor 24.4.
Screening CC(C)CN(CC(C)C)S(=O)(=O)N1CCC(C(=O)NCc2cccnc2)CC1 returned PP5 inh -4.4, core dimer inh -17.6, PP1 counter -1.2, JMJD2C inh -3.1, CTSL1 counter 6.9, LYPLA2 counter 0.6, TPT1 inhibitor -1.0, Efflux pump mplx 0.0 and PREPL inhibitor 1.4.
For NS(=O)(=O)OCC(Cc1ccccc1)N1C(=O)c2ccccc2C1=O (configuration not stated) the results were PP5 inh 0.9, core dimer inh -13.4, PP1 counter 1.6, JMJD2C inh -8.7, CTSL1 counter -5.6, LYPLA2 counter 2.4, TPT1 inhibitor 1.6, Efflux pump mplx 0.1 and PREPL inhibitor 2.2.
Screening O=C(CO/N=C/c1c(Cl)cccc1Cl)NNC(=O)c1cccc(Cl)c1 returned PP5 inh -2.4, core dimer inh -0.3, PP1 counter 0.3, JMJD2C inh 31.1, CTSL1 counter -12.1, LYPLA2 counter -1.7, TPT1 inhibitor -3.0, Efflux pump mplx 0.1 and PREPL inhibitor -30.7.
Screening O=C(CCCC(=O)N(c1cccc(F)c1)C(C(=O)NC1CCCC1)c1ccc(O)cc1)Nc1ccccn1 (configuration not stated) returned PP5 inh 2.2, core dimer inh -9.4, PP1 counter 4.1, JMJD2C inh 8.1, CTSL1 counter -0.3, LYPLA2 counter 1.0, TPT1 inhibitor -0.6, Efflux pump mplx -0.1 and PREPL inhibitor 1.0.
Screening CCc1nc2ccccc2[nH]c1=O returned PP5 inh -0.2, core dimer inh -1.1, PP1 counter -0.7, JMJD2C inh -1.4, CTSL1 counter 0.5, LYPLA2 counter -0.4, TPT1 inhibitor -2.1, Efflux pump mplx -0.2 and PREPL inhibitor -2.6.
Screening CC(Sc1nc2c(c(=O)[nH]1)CCCC2)C(=O)Nc1ccc(Br)cn1 (configuration not stated) returned PP5 inh 1.9, core dimer inh -4.2, PP1 counter -1.0, JMJD2C inh -4.2, CTSL1 counter 0.6, LYPLA2 counter -3.3, TPT1 inhibitor 0.7, Efflux pump mplx -0.2 and PREPL inhibitor 13.9.
Screening CCc1nnc(SCC(=O)Nc2ccccc2Cl)nc1CC returned PP5 inh 0.3, core dimer inh 6.7, PP1 counter 3.2, JMJD2C inh 4.0, CTSL1 counter 11.9, LYPLA2 counter 1.5, TPT1 inhibitor -4.2, Efflux pump mplx 0.1 and PREPL inhibitor 10.2.
Screening CCc1c(C)c(C#N)c2[nH]c3ccccc3n2c1=S returned PP5 inh 1.0, core dimer inh 0.5, PP1 counter 2.7, JMJD2C inh -5.8, CTSL1 counter 3.7, LYPLA2 counter -6.7, TPT1 inhibitor -2.0, Efflux pump mplx -0.1 and PREPL inhibitor 29.4.
`O=C(Nc1ccccc1-c1nc2ccccc2[nH]1)c1sc2ccccc2c1Cl` gave PP5 inh -0.9, core dimer inh 2.5, PP1 counter -4.7, JMJD2C inh 8.3, CTSL1 counter 3.2, LYPLA2 counter 0.4, TPT1 inhibitor -0.5, Efflux pump mplx -0.1 and PREPL inhibitor 10.2.
Fc1cccc(Cl)c1CNCc1ccccc1Cl was read as PP5 inh 1.1, core dimer inh -2.3, PP1 counter -1.2, JMJD2C inh -2.7, CTSL1 counter 1.0, LYPLA2 counter -3.2, TPT1 inhibitor -2.9, Efflux pump mplx -0.3 and PREPL inhibitor -20.5.
For COc1ccc(N2CCN(C(=O)C3COc4ccccc4O3)CC2)cc1 (configuration not stated) the results were PP5 inh 4.5, core dimer inh 3.4, PP1 counter -0.6, JMJD2C inh -1.0, CTSL1 counter -2.2, LYPLA2 counter 7.1, TPT1 inhibitor -1.1, Efflux pump mplx 0.1 and PREPL inhibitor 5.2.
Screening COc1ccc(O)c(C(=O)c2cc(C(=O)NCCc3ccccc3)c(=O)n(CCc3ccccc3)c2)c1 returned PP5 inh 2.2, core dimer inh 18.2, PP1 counter 8.2, JMJD2C inh 24.0, CTSL1 counter 1.1, LYPLA2 counter -9.8, TPT1 inhibitor 1.2, Efflux pump mplx -0.8 and PREPL inhibitor 8.8.
`CCSc1nnc(-c2ccc(S(=O)(=O)N3CCOCC3)cc2)n1CC1CCCO1` (configuration not stated) gave PP5 inh 4.4, core dimer inh -3.0, PP1 counter -0.1, JMJD2C inh -44.4, CTSL1 counter -1.0, LYPLA2 counter 3.1, TPT1 inhibitor 1.4, Efflux pump mplx 0.3 and PREPL inhibitor -0.7.
`O=C(CN1CCOCC1)N1N=C(c2cccs2)CC1c1cccs1` (configuration not stated) gave PP5 inh 1.1, core dimer inh -1.9, PP1 counter 0.8, JMJD2C inh -2.6, CTSL1 counter 2.6, LYPLA2 counter 3.4, TPT1 inhibitor -0.5, Efflux pump mplx -0.1 and PREPL inhibitor -10.8.
For O=C(NCCCn1ccnc1)c1ccccc1Br the results were PP5 inh 0.2, core dimer inh -2.5, PP1 counter 0.7, JMJD2C inh -3.0, CTSL1 counter -1.0, LYPLA2 counter -5.4, TPT1 inhibitor 1.1, Efflux pump mplx 0.0 and PREPL inhibitor -0.1.
Screening CCCn1nnc2c(=O)oc3ccccc3c21 returned PP5 inh 4.5, core dimer inh -6.3, PP1 counter 3.9, JMJD2C inh -5.8, CTSL1 counter -3.8, LYPLA2 counter 4.5, TPT1 inhibitor -0.9, Efflux pump mplx -0.1 and PREPL inhibitor -3.4.
Screening C=CCN1CC(c2nc3ccccc3n2CCOc2ccccc2)CC1=O (configuration not stated) returned PP5 inh -2.6, core dimer inh -1.3, PP1 counter 6.8, JMJD2C inh 15.2, CTSL1 counter -5.5, LYPLA2 counter 0.1, TPT1 inhibitor -3.3, Efflux pump mplx 0.1 and PREPL inhibitor -14.5.
Cc1cccc(NC(=O)C(=O)NCCCc2ccccc2)c1 was read as PP5 inh 5.4, core dimer inh -16.5, PP1 counter 1.6, JMJD2C inh 0.3, CTSL1 counter 0.5, LYPLA2 counter -0.3, TPT1 inhibitor -2.8, Efflux pump mplx -0.1 and PREPL inhibitor -2.5.
Screening Cc1ccc(OCCSc2nc(N)cc(N)n2)cc1 returned PP5 inh 1.4, core dimer inh -1.9, PP1 counter 0.9, JMJD2C inh 4.0, CTSL1 counter -1.8, LYPLA2 counter 2.4, TPT1 inhibitor 0.9, Efflux pump mplx -0.2 and PREPL inhibitor 3.7.
Screening O=C(/C=C/c1cccc(Br)c1)NCc1ccncc1 returned PP5 inh 1.6, core dimer inh 2.1, PP1 counter 3.3, JMJD2C inh 3.6, CTSL1 counter 2.9, LYPLA2 counter 0.7, TPT1 inhibitor 1.1, Efflux pump mplx 0.0 and PREPL inhibitor 4.8.
For Cc1cccc(C(=O)OC2CCCN(C)C2)c1C (configuration not stated) the results were PP5 inh -2.7, core dimer inh -9.1, PP1 counter 1.7, JMJD2C inh -16.1, CTSL1 counter 1.5, LYPLA2 counter -6.5, TPT1 inhibitor -4.8, Efflux pump mplx 0.1 and PREPL inhibitor 8.9.
Screening O=C(CN1CCN(c2nc(-c3ccccc3)cs2)CC1)Nc1ccc2c(c1)OCO2 returned PP5 inh 4.0, core dimer inh 3.7, PP1 counter 3.2, JMJD2C inh -2.0, CTSL1 counter 4.2, LYPLA2 counter -0.8, TPT1 inhibitor -1.2, Efflux pump mplx 0.1 and PREPL inhibitor 48.2*.
For Cc1ccc(S(=O)(=O)N2CCCC2C(=O)N2CCCCCC2)cc1 (configuration not stated) the results were PP5 inh -1.6, core dimer inh -7.1, PP1 counter -2.3, JMJD2C inh 6.8, CTSL1 counter -4.4, LYPLA2 counter -1.5, TPT1 inhibitor -2.4, Efflux pump mplx 0.0 and PREPL inhibitor -0.4.
O=C(Nc1ccc(-c2nc3ccccc3[nH]2)cc1)C1CCCO1 (configuration not stated) was read as PP5 inh -1.9, core dimer inh -2.0, PP1 counter -1.4, JMJD2C inh -6.2, CTSL1 counter 0.7, LYPLA2 counter -4.6, TPT1 inhibitor -0.5, Efflux pump mplx 0.0 and PREPL inhibitor 7.3.
Screening Cc1ccc(/C=N/NC(=O)CCSc2ccccc2)cc1 returned PP5 inh 3.4, core dimer inh -12.9, PP1 counter -5.5, JMJD2C inh -4.4, CTSL1 counter -1.2, LYPLA2 counter 3.8, TPT1 inhibitor 1.9, Efflux pump mplx 0.1 and PREPL inhibitor -24.8.
Screening CC(=O)Nc1cc2nn(-c3ccccc3)nc2cc1C returned PP5 inh 0.3, core dimer inh 10.2, PP1 counter -3.7, JMJD2C inh 1.9, CTSL1 counter -2.3, LYPLA2 counter 0.7, TPT1 inhibitor -4.1, Efflux pump mplx -0.1 and PREPL inhibitor -4.2.
Screening CCS(=O)(=O)Nc1cccc(C2=NN(S(=O)(=O)c3ccccc3)C(c3ccco3)C2)c1 (configuration not stated) returned PP5 inh 3.0, core dimer inh 1.1, PP1 counter -2.9, JMJD2C inh 132.0, CTSL1 counter 3.8, LYPLA2 counter 5.6, TPT1 inhibitor 3.0, Efflux pump mplx 0.0 and PREPL inhibitor -11.0.
For COc1ccccc1NC(=O)CCN1C(=O)C2CC=CCC2C1=O (configuration not stated) the results were PP5 inh -2.1, core dimer inh -4.0, PP1 counter -0.2, JMJD2C inh 8.2, CTSL1 counter 1.0, LYPLA2 counter 0.5, TPT1 inhibitor 3.0, Efflux pump mplx -0.1 and PREPL inhibitor 5.5.
Screening COc1ccc(C2CC(C(F)(F)F)n3nc(CO)c(Cl)c3N2)cc1OC (configuration not stated) returned PP5 inh 0.7, core dimer inh 5.2, PP1 counter -0.2, JMJD2C inh -11.8, CTSL1 counter 4.3, LYPLA2 counter -7.4, TPT1 inhibitor 4.3, Efflux pump mplx 0.1 and PREPL inhibitor 14.6.
